Source: PubChem
LDHA block – LDHA (human) enzyme inhibition; purified LDHA, NADH/diaphorase-resazurin fluorescence; stronger effect = lower value; P00338; AID 1347041; 480,000 tested, 0.15% active; activity change, % (values are at about 110 or 230 µM); in the data active = activity change below about -30%; inconclusive = mostly about -25% to -30%;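 also: plate controls were DMSO wells for no effect and wells without enzyme for full effect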
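Human LDH5 at 2 nM final in Tris HCl pH 7.4 with 0.06 mM NADH and 0.2 mM pyruvate, reacted 5 minutes at room temperature. Remaining NADH coupled via diaphorase/resazurin; resorufin fluorescence read at 0 and 20 minutes, normalized to enzyme-free and DMSO wells.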
Vif-APOBEC3G blk – blocks the Vif interaction with human APOBEC3G; Q9HC16; HeLa A3G-eYFP + Vif (tagged APOBEC3G with the HIV-1 protein that degrades it), YFP fluorescence, overnight; Potency, µM (doses to about 46.1 µM), without a hit: at the top dose activity, negative = active, usual class: inhibitors; 410,000 tested, 0.076% active; AID 602310;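 also: potency is read from the fitted curve at half-maximal effect; % is scaled to controls: 0 for no effect and ±100 for the full control effect; nearly all actives have a fitted effect of over 60% in size; hits raise eYFP signal because A3G escapes Vif-driven loss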
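Read-out is eYFP fluorescence (Ex 488/Em 500-530) from Vif-expressing HeLa A3G-eYFP cells; more signal means A3G escaped Vif-mediated degradation. Cells plated overnight, compound pinned in, incubated overnight at 37 deg C.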
D1 potentiator – enhances dopamine response at the human D1 receptor; P21728; HEK293 TREx D1 cells, calcium flux, dopamine EC20 potentiation; potentiation, % at 10 µM; 360,000 tested, 0.036% active; AID 504651; in the data active = potentiation above about 30%; also: 0% is about no effect
Target sequence (P21728 whole entry, looked up): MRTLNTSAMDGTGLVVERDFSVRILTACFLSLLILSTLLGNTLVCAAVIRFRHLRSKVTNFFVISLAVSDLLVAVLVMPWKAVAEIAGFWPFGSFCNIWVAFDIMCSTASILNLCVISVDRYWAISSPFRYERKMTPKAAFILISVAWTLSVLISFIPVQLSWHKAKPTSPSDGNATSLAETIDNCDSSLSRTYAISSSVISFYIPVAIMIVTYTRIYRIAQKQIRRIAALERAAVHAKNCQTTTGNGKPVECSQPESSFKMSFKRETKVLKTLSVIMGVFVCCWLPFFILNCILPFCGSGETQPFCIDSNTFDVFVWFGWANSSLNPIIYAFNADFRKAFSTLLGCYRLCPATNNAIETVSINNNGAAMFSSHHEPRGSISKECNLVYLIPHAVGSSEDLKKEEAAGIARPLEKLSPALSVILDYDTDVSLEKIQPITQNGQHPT
D1 agonist – activates the human D1 dopamine receptor | HEK293 T-REx D1 cells, calcium flux, agonist mode | activation, % at 2 µM | 360,000 tested, 1% active; in the data active = activation above about 30%; also: 0% is about no effect
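Tetracycline-induced HEK293 TREx D1 cells, force-coupled to calcium signalling, were dye-loaded with a no-wash calcium kit. Compound was pin-added after a 10 s baseline. Fluorescence was read kinetically at 1 cycle/s for 180 s, with calcium rises flagged as agonism.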
D2 potentiator – D2 dopamine receptor (human) potentiation. P14416. HEK293 T-REx D2, calcium flux, EC20 dopamine potentiation. potentiation, % at 10 µM. 340,000 tested, 0.34% active. AID 485347;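 active = potentiation over 3 SD above the plate norm, cut at about 30% in these data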; also: 0% is about no effect
Target sequence (P14416 whole entry, looked up): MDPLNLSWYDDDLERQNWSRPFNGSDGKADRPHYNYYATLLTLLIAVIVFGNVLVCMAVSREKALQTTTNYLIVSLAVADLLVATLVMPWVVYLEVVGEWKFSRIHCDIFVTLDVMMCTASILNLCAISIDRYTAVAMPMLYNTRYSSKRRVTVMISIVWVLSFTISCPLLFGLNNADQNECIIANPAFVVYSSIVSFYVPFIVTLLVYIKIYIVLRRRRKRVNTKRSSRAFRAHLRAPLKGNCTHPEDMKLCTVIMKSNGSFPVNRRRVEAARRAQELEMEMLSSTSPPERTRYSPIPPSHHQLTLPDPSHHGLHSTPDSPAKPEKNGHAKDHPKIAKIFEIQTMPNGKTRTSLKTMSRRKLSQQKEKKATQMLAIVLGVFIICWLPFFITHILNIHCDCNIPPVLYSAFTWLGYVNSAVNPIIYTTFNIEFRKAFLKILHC
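Cells plated with tetracycline inducer and held overnight at 30 C; calcium dye loaded 30–90 min at room temperature; baseline taken, compound added and read 180 s; EC20 dopamine then added and read 180 s.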
Vif-A3F inh – Vif-A3F binding inhibition; HeLa A3F-eYFP + Vif (tagged APOBEC3F with the HIV-1 protein that degrades it), YFP fluorescence increase; 390,000 tested, 0.2% active; Potency, µM (highest dose often 46.1 µM), for inactives: at the highest dose activity, negative = active; also: potency is read from the fitted curve at half-maximal effect; % of control where 0% means no effect; nearly all actives have a fitted effect of over 65% in size
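Fluorescence increase (Ex 488/Em 500-530) after overnight compound treatment at 37 deg C flags inhibition of Vif-driven A3F-eYFP loss in stable HeLa A3F-eYFP/Vif cells seeded overnight beforehand.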
D1 antag – blocks dopamine activation of the human D1 receptor. 360,000 tested, 3.2% active. P21728. HEK293 TREx D1 cells, calcium flux, dopamine EC80; stronger effect = lower value. AID 504652. activity change, negative = inhibition, % at 10 µM; in the data active = activity change below about -30%; also: % is scaled to controls: 0 for no effect and ±100 for the full control effect
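HEK293 T-REx cells expressing inducible, force-coupled D1 receptor; no-wash Ca dye, 30–90 min RT. Cmpd → 180 s read at 1 Hz → EC80 DA → 180 s read.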
RXFP1 ag – activates the human relaxin receptor RXFP1. Q9HBX9. HEK293T-RXFP1 cAMP TR-FRET, 30 min; response scale: percent of porcine relaxin response, buffer zero. Potency, µM (titrated, usually from 57.5 µM), for inactives: at the highest dose activation, most hits filed as activators. 370,000 tested, 0.3% active; also: potency is read from the fitted curve at half-maximal effect; % is scaled to controls: 0 for no effect and ±100 for the full control effect; nearly all actives have a fitted effect of over 60% in size; many of its hits are not listed in these tables
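HEK293 cells stably expressing RXFP1, treated 30 min at 37C with compounds plus PDE4 inhibitor Ro 20174; cAMP measured by HTRF TR-FRET. Normalized to buffer and 29 nM porcine relaxin; EC50 by Hill fit.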
GRP78 ERSR act – induces the endoplasmic reticulum stress response in human glioma cells; U87-MG GRP78 promoter luciferase reporter, 16 h; Potency, µM, for inactives: top-dose activation, hits mostly activators; 420,000 tested, 0.02% active; AID 602332; also: potency is read from the fitted curve at half-maximal effect; series mostly up to about 76 µM; % of control where 0% means no effect; nearly all actives have a fitted effect of over 35% in size
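Stably transfected U87-MG human glioma cells carrying a GRP78-based luminescent sensor were seeded at 1000 cells/well, pin-dosed with compounds and incubated 16 h. Luciferase reagent was then added, and end-point luminescence was read after 10 min at room temperature.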
* = called active by the depositor; ? = inconclusive; / = not tested or not shown; & = joins results of further samples; [ ] = dose if it differs, or a comment. Unless noted, calls follow the shape of the dose curve; as a rule, active = well fitted curve in the direction sought with a large enough effect; inconclusive = small, poorly fitted or top-dose-only effect, or another doubt; inactive = no such curve, though single readings can be large; an effect the other way counts as inactive or inconclusive. These rows are one share of the data, so the mix of outcomes need not match the whole.

SMILES | LDHA block | Vif-APOBEC3G blk | D1 potentiator | D1 agonist | D2 potentiator | Vif-A3F inh | D1 antag | RXFP1 ag | GRP78 ERSR act
CC(=O)N(CCc1cccc(C)c1)Cc1cc2ccc(C)cc2[nH]c1=O | 2.7 | -6.4% | -6.2 | 1.5 | 8.5 | 6.6% | 15.4 | 3.0% | -5.6%
COc1ccc(CN(CC2CCCO2)S(=O)(=O)c2ccc(C(=O)O)cc2)cc1OC (stereo not drawn) | -4.2 | -6.2% | -1.1 | 2.3 | -7.6 | 6.5% | -2.7 | 0.6% | -1.1%
CCCCCn1c(SCC#N)nc2cc(C(=O)NCC3CCCO3)ccc2c1=O (stereo not drawn) | -2.9 | -0.2% | 2.0 | 0.1 | -4.8 | 2.2% | -0.9 | 2.0% | -0.8%
CCN1CCN(C(c2cccs2)C(C)NC(=S)Nc2cccc(C)c2C)CC1 (stereo not drawn) | -2.5 | 0.4% | 0.9 | 4.0 | -17.9 | -13.9% | 0.7 | -0.2% | -1.5%
CCOC(=O)CNC(=O)c1cnc(Nc2ccccc2OC)c2ccccc12 | -4.6 | -1.1% | -4.5 | 4.5 | -4.8 | 0.5% | -9.0 | 0.7% | -5.5%
O=C(Nc1ccccc1N1CCCC1)C1CCN(C(=O)c2ccc(Cl)cc2)CC1 | -1.2 | 0.7% | 1.1 | 3.7 | -1.5 | 10.4% | 6.6 | -2.4% | -2.2%
Cc1ccc(C(=O)N2CC(C(=O)O)C2)cc1 | -2.0 | -0.7% | -5.5 | -0.2 | 3.4 | -10.5% | -12.1 | 0.2% | -0.4%
O=C(Nc1ccc(C(=O)O)cc1)/C(=C\c1ccc2c(c1)OCO2)NC(=O)c1ccccc1 | 3.1 | 0.8% | 2.0 | 2.1 | / | 1.3% | -7.3 | -0.8% | -3.3%
CCC/C(C(=O)NCCO)=C1/c2ccccc2C(=O)N1c1ccccc1 | 1.4 | 3.8% | / | / | / | 2.4% | / | / | -3.9%
O=C(N/N=C/c1ccc(OCc2ccccc2)cc1)c1ccncc1 | -2.3 | -0.8% | 0.5 | 1.9 | 0.9 | 2.2% | -12.7 | -0.2% | 2.0%
O=C(Nc1ccc(S(=O)(=O)N2CCOCC2)cc1)c1ccc2c(c1)S(=O)(=O)c1ccccc1C2=O | -13.2 | 0.1% | -3.9 | -0.3 | 0.8 | 0.7% | 6.5 | 1.1% | -1.4%
COc1ccc(CCCc2nnc(SCC(=O)Nc3ccc(Cl)cc3)o2)cc1 | -10.9 | -2.0% | -0.3 | 0.2 | 10.0 | -3.1% | -15.3 | 3.1% | -1.1%
c1ccc2c(c1)nc1n2CCS1 | 2.5 | 1.9% | -0.1 | 1.4 | -10.4 | 9.1% | 0.4 | -0.9% | 2.1%
CCN1/C(=C/c2ccc3cc(C)ccc3[n+]2C)Sc2ccc3sccc3c21 | -8.1 | -9.5% | -1.9 | 3.1 | 2.2 | ? | 6.9 | -37.9%[inhibitor] | -9.7%
CC(C)OP(=O)(OC(C)C)C1(NS(=O)(=O)c2ccc(Cl)cc2)C=C(Cl)C(=O)C(Cl)=C1 | 4.6 | -5.9% | 1.5 | 11.3 | 15.4 | 14.5% | -5.4 | -1.1% | -5.6%
O=C(Nc1ccccc1)c1sc(Cl)nc1-c1ccccc1 | -4.6 | -5.3% | -2.1 | 2.1 | 9.7 | 4.1% | -13.7 | 7.9% | -3.0%
COc1ccc(C2CC(O)(c3ccccc3)Oc3c(C)ccc(C)c32)cc1 (stereo not drawn) | 0.3 | -16.5%&-20.8% | 6.4 | 1.4 | 20.8 | -9.6% | -8.5 | -0.1% | -5.8%&-4.2%
Cc1ccccc1CN(C)C[C@@H]1OCc2cnnn2CCCC(=O)N([C@H](C)CO)C[C@H]1C | -5.3 | 1.9% | / | / | / | -9.8% | / | / | -0.8%
Cc1nc(CC(C)C)cc(C(=O)N2CCCC(Nc3ccc(C)c(C)c3)C2)n1 (stereo not drawn) | 4.9 | -0.7% | 6.4 | 0.3 | 10.2 | 5.8% | 0.7 | -0.2% | -2.6%
N#CCc1c(C#N)c(N)nc(N2CCOCC2)c1C#N | -10.3 | 1.5% | / | / | / | -5.9% | / | / | -12.4%
CCOc1ccc(N(CC(=O)NCc2cccc(OC)c2)S(=O)(=O)c2c(C)noc2C)cc1 | -3.1 | -2.6% | -2.4 | 1.9 | 17.3 | -10.8% | 5.2 | 0.2% | -3.0%
O=C(CCn1c(=O)oc2ccccc21)N1CCN(c2ccccc2F)CC1 | 1.2 | -4.9% | -9.8 | 2.0 | -0.2 | -1.4% | -4.3 | -2.6% | -1.9%
O=C(CCCN1C(=O)c2ccccc2C1=O)Nc1cccc(S(=O)(=O)NC2=NCCC2)c1 | -1.3 | 0.9% | -6.1 | 2.3 | -2.8 | 11.7% | -17.0 | 6.5% | 13.0%
CCCCN(c1ccccc1)c1ncnc2nc[nH]c12 | -6.2 | -0.2% | 4.8 | 2.4 | 18.4 | 2.5% | 1.8 | -0.5% | -5.8%
COc1ccc2c(COC(=O)CNS(=O)(=O)c3ccccc3)cc(=O)oc2c1 | -4.5 | -2.3% | / | / | / | 9.9% | / | / | 0.1%

Seven compounds already listed, ordered by the number in D1 potentiator, lowest first:
Molecule | Vif-APOBEC3G blk | D1 potentiator | D1 agonist | D2 potentiator | D1 antag
O=C(CCCN1C(=O)c2ccccc2C1=O)Nc1cccc(S(=O)(=O)NC2=NCCC2)c1 | 0.9% | -6.1 | 2.3 | -2.8 | -17.0
CCOc1ccc(N(CC(=O)NCc2cccc(OC)c2)S(=O)(=O)c2c(C)noc2C)cc1 | -2.6% | -2.4 | 1.9 | 17.3 | 5.2
O=C(Nc1ccccc1)c1sc(Cl)nc1-c1ccccc1 | -5.3% | -2.1 | 2.1 | 9.7 | -13.7
COc1ccc(CN(CC2CCCO2)S(=O)(=O)c2ccc(C(=O)O)cc2)cc1OC (stereo not drawn) | -6.2% | -1.1 | 2.3 | -7.6 | -2.7
O=C(Nc1ccccc1N1CCCC1)C1CCN(C(=O)c2ccc(Cl)cc2)CC1 | 0.7% | 1.1 | 3.7 | -1.5 | 6.6
CCCCN(c1ccccc1)c1ncnc2nc[nH]c12 | -0.2% | 4.8 | 2.4 | 18.4 | 1.8
COc1ccc(C2CC(O)(c3ccccc3)Oc3c(C)ccc(C)c32)cc1 (stereo not drawn) | -16.5%&-20.8% | 6.4 | 1.4 | 20.8 | -8.5

Arranged by length of the SMILES (smallest number first): some entries from above.
SMILES | LDHA block | Vif-APOBEC3G blk | D1 potentiator | D1 agonist | D2 potentiator | Vif-A3F inh | D1 antag | RXFP1 ag | GRP78 ERSR act
CCC/C(C(=O)NCCO)=C1/c2ccccc2C(=O)N1c1ccccc1 | 1.4 | 3.8% | / | / | / | 2.4% | / | / | -3.9%
CCN1/C(=C/c2ccc3cc(C)ccc3[n+]2C)Sc2ccc3sccc3c21 | -8.1 | -9.5% | -1.9 | 3.1 | 2.2 | ? | 6.9 | -37.9%[inhibitor] | -9.7%
Cc1nc(CC(C)C)cc(C(=O)N2CCCC(Nc3ccc(C)c(C)c3)C2)n1 (stereo not drawn) | 4.9 | -0.7% | 6.4 | 0.3 | 10.2 | 5.8% | 0.7 | -0.2% | -2.6%
O=C(CCCN1C(=O)c2ccccc2C1=O)Nc1cccc(S(=O)(=O)NC2=NCCC2)c1 | -1.3 | 0.9% | -6.1 | 2.3 | -2.8 | 11.7% | -17.0 | 6.5% | 13.0%
